SRC3 TRFRET art: TR-FRET detection interference compounds, artefact control for PPARgamma SRC-3 recruitment agonists, biochemical, TR-FRET ratio; TR-FRET artefact counter-screen, PPARgamma/SRC-3 format; stronger effect = higher value; TR-FRET ratio at 8 µM; 0.39% of 99,000 active; in the data active = TR-FRET ratio above about 2000; also: inactives centre near 1600
SRC1 TRFRET art: TR-FRET detection interference compounds, primary screen, artefact control for PPARgamma SRC-1 recruitment agonists, biochemical, TR-FRET emission ratio; TR-FRET detection artefact counter-screen; stronger effect = higher value; TR-FRET ratio at 8 µM; 0.34% of 99,000 active; AID 1051, 2008; in the data active = TR-FRET ratio above about 2300; also: inactives centre near 1800
* = called active by the depositor; & = joins results of further samples. This is a random part of the collection. Share with any hit: about 0.65%.

`CCOc1ccc(/C=C(/NC(=O)c2ccccc2)C(=O)NCCC(=O)O)cc1` gave SRC3 TRFRET art 1533 and SRC1 TRFRET art 1683.
Screening O=C(COc1ccccc1)NC1CCS(=O)(=O)C1 (stereo unspecified) returned SRC3 TRFRET art 1629 and SRC1 TRFRET art 1722.
Screening O=C(NNC(=S)NCC1CCCO1)c1ccc(S(=O)(=O)N2CCOCC2)cc1 (stereo unspecified) returned SRC3 TRFRET art 1640 and SRC1 TRFRET art 1590.
Screening COc1ccc(-n2c(-c3ccc(Br)cc3)c[n+]3c2SC(C)C3)cc1 (stereo unspecified) returned SRC3 TRFRET art 1595 and SRC1 TRFRET art 1675.
Screening COc1ccc(CNC(=O)C/C(C)=N/NC(=O)COc2cccc(C)c2)cc1 returned SRC3 TRFRET art 1665 and SRC1 TRFRET art 1738.
For CCOC(=O)c1[nH]c2ccccc2c1NC(=S)Nc1cccc(C)c1C the results were SRC3 TRFRET art 1791 and SRC1 TRFRET art 1831.
`CCN(CC)c1ccc(/C=C/C(=O)c2ccc(Br)cc2)cc1` gave SRC3 TRFRET art 1641 and SRC1 TRFRET art 1703.
Cc1nc(NS(=O)(=O)c2ccccc2)sc1NC(=O)Nc1ccccc1 was read as SRC3 TRFRET art 1730 and SRC1 TRFRET art 1588.
For COc1ccc(-c2[nH]ncc2CN2CCC(OCc3cccnc3)CC2)c(F)c1 the results were SRC3 TRFRET art 1465 and SRC1 TRFRET art 1910.
`Cc1cc(C)n(-c2ccc(C(=O)OCc3ccccc3)cc2)n1` gave SRC3 TRFRET art 1589 and SRC1 TRFRET art 1755.
For COc1cccc(CN2CCN(Cc3ccc(C#CC(C)(C)O)s3)CC2CCO)c1 (stereo unspecified) the results were SRC3 TRFRET art 1586 and SRC1 TRFRET art 1818.
Nc1nonc1C(=O)N/N=C/c1cccc([N+](=O)[O-])c1 was read as SRC3 TRFRET art 1644 and SRC1 TRFRET art 1900.
For Cc1ccc(S(=O)(=O)N2CCN(C(=O)CCN3C(=O)c4ccccc4C3=O)CC2)cc1C the results were SRC3 TRFRET art 1568 and SRC1 TRFRET art 1816.
O=C(CSc1cccc2cccnc12)N/N=C/c1cccc(O)c1 was read as SRC3 TRFRET art 1652 and SRC1 TRFRET art 1793.
Screening Cc1ccc(C)c(Cn2cnc3c(oc4ccccc43)c2=O)c1 returned SRC3 TRFRET art 1466 and SRC1 TRFRET art 1679.
`CCN(CC)C(=O)C(C)N(C#N)c1nc(C)cc(C)n1` (stereo unspecified) gave SRC3 TRFRET art 1627 and SRC1 TRFRET art 1762.
`O=C(CSc1ccc(Br)cc1)NCC1CCCO1` (stereo unspecified) gave SRC3 TRFRET art 1765 and SRC1 TRFRET art 1820.
For O=C(CCN1C(=O)C2C3C=CC(C3)C2C1=O)N1CCN(c2ccc(F)cc2)CC1 (stereo unspecified) the results were SRC3 TRFRET art 1682 and SRC1 TRFRET art 1663.
Screening COc1cc(CNc2ncn[nH]2)ccc1OCc1ccccc1C returned SRC3 TRFRET art 1647 and SRC1 TRFRET art 1640.
`O=C(CCCN1C(=O)/C(=C\c2ccccc2)SC1=S)Nc1ccc(O)cc1` gave SRC3 TRFRET art 1707 and SRC1 TRFRET art 1779.
For CN(C)c1ccc2c3c(cccc13)C(=O)N(c1ccccc1)C2=O the results were SRC3 TRFRET art 1569 and SRC1 TRFRET art 1785.
`Cc1ccc(CC2SC(=O)NC2=O)cc1Cl` (stereo unspecified) gave SRC3 TRFRET art 1621 and SRC1 TRFRET art 1946.
COC(=O)CNC(c1ccccc1)c1cc(C)ccc1NC(=O)c1cccc(Cl)c1 (stereo unspecified) was read as SRC3 TRFRET art 1437 and SRC1 TRFRET art 1748.
Screening O=C(/C=C/c1ccccc1)Oc1cccc(C(=S)N2CCOCC2)c1 returned SRC3 TRFRET art 1635 and SRC1 TRFRET art 1865.
O=C(O)CCCNC(=O)C(c1ccccc1)c1ccccc1 was read as SRC3 TRFRET art 1706&1507 and SRC1 TRFRET art 1810&1807.
For O=C(NCc1nnc(SCc2ccc(F)cc2)n1-c1ccc(F)cc1)C12CC3CC(CC(C3)C1)C2 the results were SRC3 TRFRET art 1481 and SRC1 TRFRET art 1566.
Screening Cc1cc(C(=O)OCC(=O)Nc2ccccc2[N+](=O)[O-])c2ccccc2n1 returned SRC3 TRFRET art 1642 and SRC1 TRFRET art 1832.
`COc1cc(OC)nc(NC(=O)COC(=O)c2cccc(Cl)c2)n1` gave SRC3 TRFRET art 1700 and SRC1 TRFRET art 1750.
Screening O=C(O)C1C2C=CC(C2)C1C(=O)NCc1cccs1 (stereo unspecified) returned SRC3 TRFRET art 1859 and SRC1 TRFRET art 2034.
Screening COc1cc2c(cc1NC(=O)CSc1cccc[n+]1[O-])oc1ccccc12 returned SRC3 TRFRET art 1693 and SRC1 TRFRET art 1621.
`O=C(NCCCN1CCCC1=O)C1CCCO1` (stereo unspecified) gave SRC3 TRFRET art 1450 and SRC1 TRFRET art 1806.
`Cc1ccc(Nc2nnc(SC/C(O)=C(\C#N)c3nc4ccccc4[nH]3)s2)c(C)c1` gave SRC3 TRFRET art 1550 and SRC1 TRFRET art 1737.
For Cc1cc(C)c(C)c(S(=O)(=O)Nc2ccc(C(N)=O)cc2)c1C the results were SRC3 TRFRET art 1376 and SRC1 TRFRET art 1620.
`CCN(CC)S(=O)(=O)c1ccc(N2CCOCC2)c(NC(=O)c2c3c(nc4ccccc24)CCC3)c1` gave SRC3 TRFRET art 1765 and SRC1 TRFRET art 2089.
Screening c1ccc(N2CCN(Cc3cn4ccccc4n3)CC2)cc1 returned SRC3 TRFRET art 1531 and SRC1 TRFRET art 1875.
`Cc1ccc(OCCn2c3ccccc3n3nc(C)c(=O)nc23)cc1` gave SRC3 TRFRET art 1463 and SRC1 TRFRET art 1896.
Cc1cc(N/N=C/c2c[nH]c3ccccc23)c2ccccc2n1 was read as SRC3 TRFRET art 1268 and SRC1 TRFRET art 1762.
For O=C(CN1CCN(C(=S)NC2CCCC2)CC1)Nc1ccc(Oc2ccccc2)cc1 the results were SRC3 TRFRET art 1353 and SRC1 TRFRET art 1561.
`CCc1ccc(C2CC(=O)N(c3cccc(F)c3)C3=C2C(=O)OC3)cc1` (stereo unspecified) gave SRC3 TRFRET art 1545 and SRC1 TRFRET art 1891.
Screening Fc1ccc(CNCc2ccccc2C(F)(F)F)cc1 returned SRC3 TRFRET art 1621 and SRC1 TRFRET art 2082.
For Cc1ccc(SCC(=O)c2c(C)[nH]c3ccccc23)cc1 the results were SRC3 TRFRET art 1601 and SRC1 TRFRET art 1748.
For CC(c1ccco1)N(C(=O)c1ccccc1F)c1ccccn1 (stereo unspecified) the results were SRC3 TRFRET art 1469 and SRC1 TRFRET art 1817.
Screening CC(=O)N1c2ccccc2NC2=C(C(=O)CCC2)C1c1cccnc1 (stereo unspecified) returned SRC3 TRFRET art 1583 and SRC1 TRFRET art 1887.
`O=C(Cc1ccccc1)c1c[nH]c(C(=O)NCCCn2ccnc2)c1` gave SRC3 TRFRET art 1543 and SRC1 TRFRET art 1520.
For NNC(=O)c1cc(-c2ccco2)[nH]n1 the results were SRC3 TRFRET art 1642 and SRC1 TRFRET art 1883.
`C/C=C/c1ccc(OC)c(OC(C)=O)c1` gave SRC3 TRFRET art 1566 and SRC1 TRFRET art 1943.
Screening N#Cc1ccccc1CSC1=NCCS1 returned SRC3 TRFRET art 1641 and SRC1 TRFRET art 1653.
For Cc1ccc(C2=CSC3=NS(=O)(=O)CCN23)cc1 the results were SRC3 TRFRET art 1339 and SRC1 TRFRET art 1719.
`CCc1ccccc1NC(=O)Cn1c(=O)n(-c2ccc(CC(=O)NCC3CCCO3)cc2)c(=O)c2ccccc21` (stereo unspecified) gave SRC3 TRFRET art 1498 and SRC1 TRFRET art 1700.
Screening N#Cc1cnc2c(-c3ccccc3)c(-c3ccccc3)nn2c1N returned SRC3 TRFRET art 1446 and SRC1 TRFRET art 1783.
Screening CSCCC(NS(=O)(=O)c1ccc2c(c1)oc(=O)n2C)C(=O)NC1CCN(Cc2ccccc2)CC1 (stereo unspecified) returned SRC3 TRFRET art 1477 and SRC1 TRFRET art 1728.
CC(C)(C)[C@@H]1C=C(C(=O)N2CCN(Cc3ccccc3)CC2)O[C@H](OCc2ccc(CO)cc2)C1 was read as SRC3 TRFRET art 1383 and SRC1 TRFRET art 1704.
`CCOC(=O)C1CCCN(C(=O)c2ccc(CNc3c(N4CCC(C)CC4)c(=O)c3=O)cc2)C1` (stereo unspecified) gave SRC3 TRFRET art 1551 and SRC1 TRFRET art 1726.
O=C(N/N=C/c1cn(Cc2ccccc2)c2ccccc12)c1cccnc1 was read as SRC3 TRFRET art 1784 and SRC1 TRFRET art 1955.
CC(C)Cc1ccc(/C=C/C(=O)NC2CC2)cc1 was read as SRC3 TRFRET art 1638 and SRC1 TRFRET art 1751.
For COc1ccc(-n2c(SCc3ccccn3)nc3c(c2=O)SCC3)cc1OC the results were SRC3 TRFRET art 1824 and SRC1 TRFRET art 1775.
Cc1cccc(NC(=O)c2cc(Cl)sc2Cl)c1C was read as SRC3 TRFRET art 1406 and SRC1 TRFRET art 1771.
For CNS(=O)(=O)c1cc(N(C)S(=O)(=O)c2ccc(C)cc2)c(C)cc1C the results were SRC3 TRFRET art 1585 and SRC1 TRFRET art 1787.
`COc1ccc(S(=O)(=O)N(C)C)cc1NC(=O)CSc1nncs1` gave SRC3 TRFRET art 1463 and SRC1 TRFRET art 1878.
Screening Cc1ccc(-n2[nH]c3c4c(ccc3c2=O)C(=O)c2ccccc2C4=O)cc1 returned SRC3 TRFRET art 1527 and SRC1 TRFRET art 1781.
CCCCCOC(=O)C(C)Sc1n[nH]c(=O)[nH]c1=O (stereo unspecified) was read as SRC3 TRFRET art 1578 and SRC1 TRFRET art 1603.
`CC(=O)Nc1ccc(C(=O)Nc2cccc(-c3cnc4ccccc4n3)c2)cc1` gave SRC3 TRFRET art 1655 and SRC1 TRFRET art 2014.
For CC1CN(c2nnnn2-c2ccccc2)CC(C)O1 (stereo unspecified) the results were SRC3 TRFRET art 1483 and SRC1 TRFRET art 1692.
Screening Nc1nc(Cn2nnc(-c3ccccc3Cl)n2)nc(N2CCOCC2)n1 returned SRC3 TRFRET art 1497 and SRC1 TRFRET art 1899.
Screening COc1ccc(/C=N/Nc2nnc(-c3ccccc3)c(=O)[nH]2)cc1 returned SRC3 TRFRET art 1608 and SRC1 TRFRET art 2081.
Screening Cc1ccc(NC(=O)COC(=O)CCC(=O)c2cccs2)cc1 returned SRC3 TRFRET art 1806 and SRC1 TRFRET art 1774.
CN(/N=C/c1cccnc1)C1=NS(=O)(=O)c2ccccc21 was read as SRC3 TRFRET art 1621 and SRC1 TRFRET art 1639.
Screening COc1cc(C(=O)NC(C)Cc2cccs2)cc(OC)c1OC (stereo unspecified) returned SRC3 TRFRET art 1442 and SRC1 TRFRET art 1429.
`O=C(OC(C(=O)Nc1ccc(Cl)cc1C(F)(F)F)c1ccccc1)c1c(Cl)cccc1Cl` (stereo unspecified) gave SRC3 TRFRET art 1372 and SRC1 TRFRET art 1662.
For O=C(N/N=C1\CCc2ccccc21)c1ccccc1Cl the results were SRC3 TRFRET art 1501 and SRC1 TRFRET art 2007.
Screening O=C(CN1CCN(S(=O)(=O)c2ccc(Br)cc2)CC1)Nc1ccccc1C(=O)c1ccccc1 returned SRC3 TRFRET art 1481 and SRC1 TRFRET art 1568.
`CCCNC(=O)c1ccc(SC)cc1OC` gave SRC3 TRFRET art 1688 and SRC1 TRFRET art 1904.
CCOc1cc(C2C(C#N)=C(N)Oc3n[nH]c(-c4ccncc4)c32)cc([N+](=O)[O-])c1O (stereo unspecified) was read as SRC3 TRFRET art 1522 and SRC1 TRFRET art 1599.
`Cc1cccc(-n2ccnc2SCC(=O)O)c1C` gave SRC3 TRFRET art 1659 and SRC1 TRFRET art 1797.
Screening O=C(O)CCCCn1c(SCc2ccccc2Cl)nc2ccsc2c1=O returned SRC3 TRFRET art 1489 and SRC1 TRFRET art 1752.
Screening C=CCN(c1ccccc1OC)S(=O)(=O)c1cccc(C(=O)OCC(=O)c2c[nH]c3ccccc23)c1 returned SRC3 TRFRET art 1648 and SRC1 TRFRET art 1738.

Structures above that contain an aryl thioether with sulfur outside any ring (12):
O=C(CSc1cccc2cccnc12)N/N=C/c1cccc(O)c1 was read as SRC3 TRFRET art 1652 and SRC1 TRFRET art 1793.
`O=C(CSc1ccc(Br)cc1)NCC1CCCO1` (stereo unspecified) gave SRC3 TRFRET art 1765 and SRC1 TRFRET art 1820.
For O=C(NCc1nnc(SCc2ccc(F)cc2)n1-c1ccc(F)cc1)C12CC3CC(CC(C3)C1)C2 the results were SRC3 TRFRET art 1481 and SRC1 TRFRET art 1566.
Screening COc1cc2c(cc1NC(=O)CSc1cccc[n+]1[O-])oc1ccccc12 returned SRC3 TRFRET art 1693 and SRC1 TRFRET art 1621.
`Cc1ccc(Nc2nnc(SC/C(O)=C(\C#N)c3nc4ccccc4[nH]3)s2)c(C)c1` gave SRC3 TRFRET art 1550 and SRC1 TRFRET art 1737.
For Cc1ccc(SCC(=O)c2c(C)[nH]c3ccccc23)cc1 the results were SRC3 TRFRET art 1601 and SRC1 TRFRET art 1748.
For COc1ccc(-n2c(SCc3ccccn3)nc3c(c2=O)SCC3)cc1OC the results were SRC3 TRFRET art 1824 and SRC1 TRFRET art 1775.
`COc1ccc(S(=O)(=O)N(C)C)cc1NC(=O)CSc1nncs1` gave SRC3 TRFRET art 1463 and SRC1 TRFRET art 1878.
CCCCCOC(=O)C(C)Sc1n[nH]c(=O)[nH]c1=O (stereo unspecified) was read as SRC3 TRFRET art 1578 and SRC1 TRFRET art 1603.
`CCCNC(=O)c1ccc(SC)cc1OC` gave SRC3 TRFRET art 1688 and SRC1 TRFRET art 1904.
`Cc1cccc(-n2ccnc2SCC(=O)O)c1C` gave SRC3 TRFRET art 1659 and SRC1 TRFRET art 1797.
Screening O=C(O)CCCCn1c(SCc2ccccc2Cl)nc2ccsc2c1=O returned SRC3 TRFRET art 1489 and SRC1 TRFRET art 1752.

Screens from PubChem.
